Source: PubChem BioAssay (several laboratories)
HTR5A inv ag – HTR5A inverse agonists in luminescence cell assay, primary screen, counter-screen for OPRM1-OPRD1 heterodimer inverse agonist project, full-deck HTS; 5-hydroxytryptamine receptor 5A (Homo sapiens), P47898; HTR5A cell line, inverse agonism; inhibition, % at 9.3 µM; 340,000 tested, 0.083% active; in the data active = inhibition mostly above about 23%, no sharp cut-off; inactive = mostly below about 18%;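 note: 0% = cells with DMSO and 100% = no-cell wells with DMSO; some compounds called inactive have numbers as strong as hits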
Target sequence (P47898 whole entry, looked up): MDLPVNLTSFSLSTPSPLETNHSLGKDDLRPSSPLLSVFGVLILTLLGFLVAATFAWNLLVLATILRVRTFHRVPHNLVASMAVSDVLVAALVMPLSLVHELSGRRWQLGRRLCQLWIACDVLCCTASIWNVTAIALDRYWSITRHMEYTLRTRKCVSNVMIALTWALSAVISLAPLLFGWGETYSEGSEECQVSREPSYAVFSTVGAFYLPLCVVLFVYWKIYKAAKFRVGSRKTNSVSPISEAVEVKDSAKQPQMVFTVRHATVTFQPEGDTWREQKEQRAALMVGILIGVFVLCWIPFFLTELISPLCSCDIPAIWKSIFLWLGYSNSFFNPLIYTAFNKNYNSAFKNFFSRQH
E coli growth – E. coli V3065 growth inhibition, primary screen, counter-screen for AddAB inhibitor project, absorbance, OD600 | 18 h | inhibition, % at 11.9 µM | 330,000 tested, 0.27% active | AID 449728, 2010;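 active = inhibition above the campaign's mean inhibition across all tested compounds plus 3 SD, cut at about 9.9% in these data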;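 note: uninfected addAB+ strain grown without phage in ampicillin broth; 0% = DMSO wells and 100% = ciprofloxacin 0.95 µg/ml wells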
phage Ecoli inh – growth loss of phage-infected E. coli, primary screen, RecBCD inhibitor project, absorbance, with phage, HTS | 360,000 tested, 0.26% active | inhibition, % at 11.9 µM | AID 651602, 2012; in the data active = inhibition above about 11%
Tat transport – E. coli Tat export inhibitors, primary screen, MC4100, TorA-mCherry reporter, fluorescence, single point | inhibition, % at 10 µM | 340,000 tested, 0.036% active;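 active = mean replicate inhibition at least 50% and at least half of replicates individually reaching 50%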;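 note: exported cargo escapes ClpAP degradation while cytoplasmic cargo is degraded and loses fluorescence; 0% = median of neutral control wells and 100% = median of NaSCN control wells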
OPRM1-OPRD1 inv – inverse agonists of MOR-DOR heterodimerization, primary screen, cell-based, luminescence | Mu-type opioid receptor (Homo sapiens) + Delta-type opioid receptor (Homo sapiens), … | cell-based MOR-DOR heterodimer luminescence, inverse agonism | inhibition, % at 9.3 µM | 340,000 tested, 0.21% active; in the data active = inhibition above about 22%, passing the limit was not always enough;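 note: 0% = cells with DMSO and 100% = wells without cells with DMSO; values of inactives mirror those of a sister screen read the other way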
PfHsp90 yeast 2 – growth inhibition of PfHsp90-expressing yeast, primary screen, antimalarial PfHsp90 inhibitor project, S. cerevisiae, BacTiter-Glo luminescence, single point, set 2 | 310,000 tested, 0.32% active | BacTiter-Glo ATP, 48 h; yeast lacking PDR1 and PDR3 efflux regulators | inhibition, % at 9.4 µM;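 active = every replicate shows inhibition above about 80%, whatever the replicate mean, limit read from the data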;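 note: 0% = DMSO neutral controls and 100% = 20 µM radicicol positive controls; yeast relying on Plasmodium falciparum Hsp90 in place of its own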
SUMO Mot1 rescue – yeast Mot1-301 growth rescue at high temperature, primary screen, SUMOylation pathway inhibitor project, S. cerevisiae, ATP luminescence, 38.5C. S. cerevisiae Mot1-301 growth rescue; percent above DMSO median, 100 means doubled. 320,000 tested, 1% active. growth rescue, % at 18.8 µM;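 active = every valid replicate shows activation above 250% relative to neutral control wells; inactive = the rest, any valid replicate at or below 250%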;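 note: OY570 slx delta 5 strain wells were the positive control but not used for scaling; some compounds called inactive have numbers as strong as hits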
PKA-R2B act – activators of PKA-R2B holoenzyme, primary screen, biochemical, fluorescence polarization, Cy5-IP20, human; PKA-R2B holoenzyme dissociation; R2B truncated from residue 108, S112A mutant; 0% DMSO only, 100% 113 µM cGMP; 340,000 tested, 0.079% active; cAMP-dependent protein kinase catalytic subunit beta (Homo sapiens) + cAMP-dependent …; activation, % at 11.4 µM;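 active = activation above a cutoff set at the mean over all compounds plus 3 SD, cut at about 18% in these data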;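 note: higher means more holoenzyme dissociation and a rise in polarization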
Target sequence (P31323 whole entry, looked up, other chains not shown, the tested form may be a part): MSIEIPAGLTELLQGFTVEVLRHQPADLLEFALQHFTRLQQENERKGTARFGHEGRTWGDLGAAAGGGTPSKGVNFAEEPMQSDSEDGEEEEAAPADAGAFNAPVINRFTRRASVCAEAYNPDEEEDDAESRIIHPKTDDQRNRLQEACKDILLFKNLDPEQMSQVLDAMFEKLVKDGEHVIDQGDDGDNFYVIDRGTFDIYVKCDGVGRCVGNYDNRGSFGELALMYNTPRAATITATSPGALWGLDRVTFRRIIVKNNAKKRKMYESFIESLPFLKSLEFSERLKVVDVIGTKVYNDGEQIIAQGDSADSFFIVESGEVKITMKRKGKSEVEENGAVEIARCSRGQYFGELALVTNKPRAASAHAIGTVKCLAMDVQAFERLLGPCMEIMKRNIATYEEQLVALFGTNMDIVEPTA
PKA-R1A activ – activators of PKA-R1A holoenzyme, primary screen, biochemical, fluorescence polarization, Cy5-IP20, bovine R1A, mouse PKAc; 340,000 tested, 0.083% active; activation, % at 11.4 µM; AID 504707, 2011; PKA-R1A dissociation; scaled: DMSO 0%, 113 µM cGMP 100%;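 active = percent activation above the mean of all tested compounds plus 3 SD, cut at about 19% in these data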;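 note: higher means more PKAc released from R1A so a rise in polarization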
AddAB inh – growth inhibition of E. coli expressing H. pylori AddAB, primary screen, AddAB inhibitor project, absorbance | inhibition, % at 11.9 µM | 330,000 tested, 0.29% active; in the data active = inhibition above about 12%;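 note: 0% = vehicle wells of infected cells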
OPRM1-OPRD1 ag – agonists of OPRM1-OPRD1 heterodimerization, primary screen, cell-based, luminescence; cells; activation, % at 9.3 µM; 340,000 tested, 0.3% active; in the data active = activation above about 18%;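 note: 0% = vehicle-treated cells and 100% = reference agonist; values of inactives mirror those of a sister screen read the other way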
An asterisk follows results filed as active; · = no result given.

Every second line gives: OPRM1-OPRD1 inv	SUMO Mot1 rescue	PfHsp90 yeast 2	E coli growth	HTR5A inv ag	Tat transport	phage Ecoli inh	PKA-R1A activ	AddAB inh	PKA-R2B act	OPRM1-OPRD1 ag
CCOC(=O)c1c(NC(=O)COC(=O)CNC(=O)c2ccco2)sc(C)c1C
    -7	15	-5	1.5	-10	2	0.9	-8	1.7	-9	1.0
Fc1ccc(CNCCC(Cc2ccccc2)c2ccco2)cc1 (stereo not given)
    -32	-7	2	2.5	-2	-3	5.0	8	10	-2	6.2
CC1(C)Cc2[nH]c(=O)c(C#N)cc2CS1
    8	-1	2	1.4	1	-8	-0.6	-1	1.2	-9	-1.4
COc1ccc(/C=N/n2c(-c3cccs3)n[nH]c2=S)cc1
    -2	0	8	-4.0	-2	9	1.3	-8	1.2	3	0.5
NCCCCCC(=O)N/N=C/c1ccc2nccnc2c1
    15	-4	-14	-1.2	-2	-18	2.0	-9	1.0	1	-3.0
O=C(Nc1nccs1)c1nc[nH]c1C(=O)NCc1ccccc1
    13	6	6	0.8	-17	-5	-0.1	-7	2.5	0	-2.5
O=C(COc1ccc2ccccc2c1)Nc1nccs1
    12	-2	-5	-1.3	4	-12	-0.8	-18	6.3	-8	-2.5
COc1ccc(S(=O)(=O)NCc2ccco2)cc1C(=O)N1CCOCC1
    17	10	-3	-1.3	-15	-6	0.3	9	5.2	-4	-3.1
Cc1ccc(S(=O)(=O)N(C)C[C@H]2Oc3c(NC(=O)Nc4cccc5ccccc45)cccc3C(=O)N([C@@H](C)CO)C[C@@H]2C)cc1
    20	·	23	-0.9	-21	4	-2.1	-3	0.8	-4	-4.3
O=C(Nc1nc2ccccc2s1)c1ccc(OCC2CCCO2)cc1 (stereo not given)
    -27	6	-19	1.7	4	1	4.7	5	3.2	2	5.2
CC[C@@H](C)C(NC(=O)OC(C)(C)C)c1cn([C@@H](Cc2ccc(O)cc2)C(=O)N2CCN(C(=O)OC(C)(C)C)CC2)nn1 (stereo not given in full)
    2	7	·	-2.7	-9	3	0.3	6	1.6	7	-0.3
COc1cccc(CC(=O)Nc2ccc3c(c2)CCC3)c1
    -3	127	2	-0.4	12	-2	-0.2	-1	4.1	-9	0.4
O=C(CCC(=O)N/N=C/c1cc(Cl)cc(Cl)c1O)NCc1ccccc1
    1	21	19	-2.1	-25	-3	8.5	-17	1.8	5	-0.1
CC(=O)c1ccc(-c2ccc(C(=O)N(C)c3c(N)n(Cc4ccccc4)c(=O)[nH]c3=O)o2)cc1
    5	4	·	0.2	2	-2	-2.5	2	0.7	0	-0.8
CCNC(=O)N1CCN(C(=O)NCC)CC1
    -5	438	-2	-3.2	-1	-1	-1.1	8	-0.9	5	0.9
CC1Cc2ccccc2N1C(=O)C1CCCN1S(=O)(=O)c1ccc(Cl)cc1 (stereo not given)
    1	-4	6	-0.1	-20	1	-0.3	-2	2.6	5	-0.1
CC[C@]12c3[nH]c4cc(-c5ccco5)ccc4c3CCN1C(=O)[C@@H](CC(=O)NCCCN(C)C)C[C@@H]2C(=O)N1CCN(C(=O)c2ccco2)CC1
    15	·	1	-3.6	0	-4	2.5	-1	-2.0	1	-3.0
CCOC(=O)c1c(C)[nH]c(C)c1S(=O)(=O)N1CCN(c2cccc(C)c2)C(C)C1 (stereo not given)
    -2	5	-9	0.2	-33	-2	-1.9	-9	1.2	-5	0.4
Cc1ccc(OCCNC(=O)CCc2nc3sc4c(c3c(=O)[nH]2)CCCC4)cc1
    7	8	·	0.3	18	22	-1.8	7	1.5	8	-1.2
COc1ccc(CCNC(=O)CSc2nn(-c3ccccc3)c(=S)s2)cc1
    -3	13	-16	-1.1	-26	-6	0.1	2	0.1	-1	0.6
CC(C)C(=O)Nc1ccc2nn(-c3ccc(F)cc3)nc2c1
    9	4	-20	0.2	0	10	·	-2	0.3	-7	-1.8
C/C=C/C(=O)OCC(=O)NC(=O)NC(C)C
    9	-5	-3	-2.4	-11	-1	0.8	-4	0.9	4	-1.7
COc1ccccc1OCCSc1nnnn1C1CCCCC1
    8	-7	-12	1.2	8	2	0.1	2	3.2	-3	-1.5
CC(Oc1ccc2ccc(=O)oc2c1)C(=O)NCCN1CCOCC1 (stereo not given)
    5	-7	8	1.3	-22	5	1.8	0	0.8	2	-1.0
CN(CC(=O)Nc1ccc(Cl)c(C(F)(F)F)c1)C(=O)c1ccc(N2CCOCC2)c([N+](=O)[O-])c1
    11	3	·	-1.1	8	2	2.1	-1	1.6	2	-2.1
COc1cc(/C=N/NC(=O)CCn2c3ccccc3c3ccccc32)ccc1O
    -1	103	-17	1.6	-9	7	0.4	-4	-2.5	-3	0.2
Cn1nc(C(C)(C)C)cc1C(=O)NCc1ccc(N2CCCC2=O)cc1
    -17	-9	-4	0.6	9	-9	-0.5	-3	3.6	4	3.2
O=C1N=C(N2CCOCC2)S/C1=C\C=C/c1ccccc1
    4	-2	·	1.4	16	-9	1.2	-5	2.4	-4	-0.8
N#Cc1cn(CC(=O)NCc2cccnc2)c2ccccc12
    7	3	12	0.3	-27	-10	2.5	-9	2.5	1	-1.3
O=C(COC(=O)c1cc[n+]([O-])cc1)Nc1cccc(Cl)c1Cl
    -1	·	25	2.3	2	-10	4.6	8	0.9	-5	0.2
O=C1OC[C@@H]2CCCN2C(=O)[C@@H](CC(=O)N(CCO)Cc2ccccc2)C/C=C\CC[C@H]1Cc1ccc(F)cc1
    13	8	-18	-3.2	-18	2	0.6	6	-0.1	4	-2.2
N=C1/C(=C/c2ccc(OC(=O)c3ccco3)cc2)C(=O)N=C2SC=CN12
    14	26	11	2.7	35	-6	-0.8	2	-1.9	10	-2.8
COc1ccc(CNC(=O)c2cc(-c3cc(C)cc(C)c3O)n[nH]2)cc1
    5	1	-1	-1.3	11	-1	-2.5	6	0.4	6	-1.0
COCCNc1nnc(SCC(=O)c2ccc3c(c2)OCO3)s1
    19	-21	-3	-0.4	-8	5	2.2	-10	-1.9	-9	-3.7
Cc1ccc(C)c(N(C)S(=O)(=O)c2ccc3c(c2)oc(=O)n3C)c1
    17	1	2	-0.3	-11	0	0.8	4	3.4	-11	-3.9
CC(C)OCC(O)CN1CCC(Cc2ccccc2)CC1 (stereo not given)
    5	4	-55	-0.8	-17	-3	3.5	0	1.5	2	-1.1
Cc1nnc(SCC(=O)Nc2nnc(SCc3cccc(Br)c3)s2)s1
    14	3	3	-0.3	3	-1	2.7	1	1.0	6	-2.6
CC(=CC(=O)c1ccccc1)c1ccccc1
    -16	·	-6	·	2	-11	2.7	-8	·	-17	3.4
CC(=O)c1cccc(NC(=O)c2cc(-c3ccncc3)nc3ccccc23)c1
    0	122	-17	-0.3	2	-5	4.2	-13	-2.1	-13	0.1
Cc1ccc2nc(-c3ccc(NC(=O)CN4C(=O)c5ccccc5C4=O)cc3)sc2c1
    9	-20	-9	0.3	12	-2	0.0	-3	3.0	-4	-2.1
O=C(/C=C/c1cccs1)c1ccc(NC(=O)c2cccc(Br)c2)cc1
    1	10	-20	1.4	-19	-4	0.1	7	0.9	2	-0.2
CC(C)NC(=O)COC(=O)c1ccc(Oc2ccccc2)cc1
    4	-2	-33	0.8	7	-1	3.6	1	-0.6	-9	-0.6
Cc1ccc(C)c(N2CCN(S(=O)(=O)c3ccc4c(c3)C(C)(C)C(=O)N4C)CC2)c1
    -1	-2	-1	-3.1	5	6	3.0	-16	1.8	-4	0.2
Cc1ccc(NC(=O)Cn2nnc(C(=O)NCc3ccccc3)c2N)cc1C
    -15	12	·	-1.9	-19	6	2.6	4	-1.1	8	3.0
CC(=O)Nc1ccc(Nc2cc(-c3ccccc3)nc3ncnn23)cc1
    4	13	·	-0.3	1	-2	1.9	-12	0.5	1	-0.8
O=C(Nc1ccc(N2CCOCC2)cc1)c1nc2ccccc2s1
    -10	130	3	0.7	-4	-8	1.8	-12	3.2	-7	1.9
NC(=O)N/N=C\c1cccs1
    ·	-17	7	0.7	·	3	1.6	·	7.2	·	·
Cc1ccc(N(C)S(=O)(=O)c2cccc(C(=O)OCC(=O)N3CCCC(C)C3)c2)cc1 (stereo not given)
    -5	7	-11	-3.1	-10	0	-0.2	-3	2.5	-15	1.3
CCOC(=O)/C(=C\c1c[nH]c2ccccc12)NC(C)=O
    9	-7	11	0.3	7	11	1.0	-3	3.5	-14	-2.0
CCOC(=O)c1[nH]cnc1C(=O)Nc1cccc(N)n1
    6	-15	-5	1.6	7	-6	4.6	-5	0.6	8	-1.0

(continued)
Every second line gives: OPRM1-OPRD1 inv	SUMO Mot1 rescue	PfHsp90 yeast 2	E coli growth	HTR5A inv ag	Tat transport	phage Ecoli inh	PKA-R1A activ	AddAB inh	PKA-R2B act	OPRM1-OPRD1 ag
Cc1cccc(-n2ccc(=O)c(C(=O)Nc3ccc(S(=O)(=O)N4CCOCC4)cc3)n2)c1
    3	88	8	-1.3	15	-10	2.0	-2	2.9	-1	-0.6
Cn1cccc1/C=N/NC(=O)c1cccs1
    11	1	2	1.8	-32	4	1.8	0	2.8	-7	-2.2
COC(=O)C1=C(C)NC(=S)NC1c1ccc(-c2cccc(Cl)c2)o1 (stereo not given)
    3	-6	17	-0.5	-7	10	2.9	-4	-0.5	-6	-0.6
CC(=O)NC1CC(C)(C)N(OC(C)=O)C(C)(C)C1
    5	·	15	·	5	4	2.8	3	·	12	-0.9
Cc1ccc(S(=O)(=O)N2CC(O)CC2C(=O)OCc2nc3sc(C)c(C)c3c(=O)[nH]2)cc1 (stereo not given)
    6	0	21	1.6	-2	-5	2.3	3	3.3	0	-1.1
CCOC(=O)N1CCN(C(=O)c2n[nH]c(=O)c3ccccc23)CC1
    8	21	-7	0.8	3	-2	-1.2	4	0.6	0	-1.4
CC1CCN(S(=O)(=O)c2cccc(-c3csc(-c4cccnc4)n3)c2)CC1
    -2	216	4	-0.9	24	1	3.9	-5	0.6	0	0.3
CCCNC(=O)CSc1nc2[nH]ncc2c(=O)[nH]1
    2	16	2	0.4	6	-1	3.0	6	5.2	-1	-0.3
COc1ccc(Cl)cc1NC(=O)NC1CCCCC1
    -15	12	4	-0.5	34	-8	5.3	-2	4.4	-8	2.6
O=C(CSc1nc2c(c(=O)n1-c1ccccc1)SCC2)N1CCN(c2ccccc2)CC1
    -1	-24	-5	0.5	8	2	1.3	-2	-3.0	-6	0.2
